Compound activity (PubChem BioAssay)
RAD54 inh = blocks human RAD54 Holliday junction branch migration | Q92698 | inhibition, % at 10.4 µM | 0.14% of 360,000 active | FAM/BHQ fluorescence;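 active means mean normalized replicate activity at least 40 and at least half of replicates scoring 40 or more; inconclusive means only one of the two criteria met; inactive means mean below 40 and under half of replicates reaching 40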;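 further: 0% = median of neutral control wells and 100% = median of positive control wells; inhibitors cause a drop in the FAM fluorescence signal; in these data hits start at about 50%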
E-selectin induc = E-selectin induction on HUVECs | activation, % at 7.58 µM | P16581 | 0.37% of 260,000 active | HUVEC E-selectin immunofluorescence imaging; normalized: neutral wells 0, TNF-alpha wells 100;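 active means mean E-selectin-positive cell signal at least 10% of the positive control, reached in at least 60% of replicates, without over 20% cell loss; inconclusive means no rule given, readout overlaps actives, possibly toxicity-flagged; inactive means the rest, including those meeting only one limit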;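 further: in these data hits start at about 27%; measured in HUVEC primary endothelial cells; signal is the percent of cells scored E-selectin positive by PE staining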
Target sequence (P16581 whole entry, looked up): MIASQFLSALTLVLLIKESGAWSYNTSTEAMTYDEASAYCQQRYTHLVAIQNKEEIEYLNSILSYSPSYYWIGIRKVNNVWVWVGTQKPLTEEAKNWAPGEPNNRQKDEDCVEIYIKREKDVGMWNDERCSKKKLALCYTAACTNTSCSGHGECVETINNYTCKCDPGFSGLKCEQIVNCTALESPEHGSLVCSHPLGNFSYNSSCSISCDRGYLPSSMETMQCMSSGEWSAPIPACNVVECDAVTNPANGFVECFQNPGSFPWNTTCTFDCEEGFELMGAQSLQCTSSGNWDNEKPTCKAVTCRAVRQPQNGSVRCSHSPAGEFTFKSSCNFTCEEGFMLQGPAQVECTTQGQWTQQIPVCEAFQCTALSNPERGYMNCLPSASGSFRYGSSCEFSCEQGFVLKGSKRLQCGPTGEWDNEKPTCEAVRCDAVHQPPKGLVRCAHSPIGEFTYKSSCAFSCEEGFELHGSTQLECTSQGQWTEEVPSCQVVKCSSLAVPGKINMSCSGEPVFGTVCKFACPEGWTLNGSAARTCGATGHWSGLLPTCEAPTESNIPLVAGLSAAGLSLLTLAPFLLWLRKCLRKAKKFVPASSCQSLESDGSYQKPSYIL
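assay system = HUVEC, human umbilical vein endothelial cells | input = 3,000 HUVEC seeded per well | medium = EGM-2 growth medium on 0.1% gelatin-coated wells | dosing = one compound dose added by pin transfer | signal = immunofluorescence imaging | read-out basis = % PE-positive cells | control set = TNF-alpha, DMSO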
RAD52 anneal inh = inhibitors of human RAD52 DNA annealing. P43351. recombinant RAD52 DNA annealing, FRET fluorescence. inhibition, % at 18.7 µM. 0.46% of 360,000 active. AID 651710;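 active means every replicate showing at least 50% inhibition; inconclusive means mean inhibition at least 50% but not in every replicate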
Target sequence (P43351 whole entry, looked up): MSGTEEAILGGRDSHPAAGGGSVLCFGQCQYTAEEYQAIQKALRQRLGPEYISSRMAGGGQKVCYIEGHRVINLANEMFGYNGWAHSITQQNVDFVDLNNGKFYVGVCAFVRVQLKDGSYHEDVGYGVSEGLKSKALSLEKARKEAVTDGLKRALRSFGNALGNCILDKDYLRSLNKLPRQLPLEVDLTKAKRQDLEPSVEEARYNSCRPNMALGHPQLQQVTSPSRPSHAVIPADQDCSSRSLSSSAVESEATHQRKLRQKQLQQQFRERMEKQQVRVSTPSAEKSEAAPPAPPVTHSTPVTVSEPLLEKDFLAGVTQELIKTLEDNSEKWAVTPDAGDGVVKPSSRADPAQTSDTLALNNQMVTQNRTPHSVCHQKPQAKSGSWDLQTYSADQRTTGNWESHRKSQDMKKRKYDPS
Xi reactivation = X-chromosome reactivation activator. XiGFP mouse fibroblasts, % GFP-positive cells imaging, 3 d; cells co-treated with 5-aza-dC sensitizer; scaled so ellipticine positive control = 100%. activation, % at 7.58 µM. 0.055% of 360,000 active. AID 743238;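 active means mean normalized replicate activation at least 10% and every replicate at or above 10%; inconclusive means only one of the two criteria met; inactive means mean below 10% and not all replicates reach 10%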;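 further: 0% = median of on-plate neutral control wells and 100% = ellipticine 6 µM median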
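System: XiGFP fibroblasts, SV40-immortalized. Medium: DMEM plus 5-aza-dC sensitizer. Doses: single point. Timing: 3 d treatment, 15 min room-temperature fixation. Control set: ellipticine 6 µM.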
CASP6 VEID inh = inhibitors of human caspase-6. AID 686996. 0.53% of 350,000 active. inhibition, % at 12.5 µM. purified caspase-6, Z-VEID-R110 cleavage fluorescence. P55212;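 active means mean inhibition across replicates at least about 35%, with every replicate also reaching that limit, limit read from the data; inconclusive means only one of the two criteria met; inactive means neither criterion met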;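 further: 0% = median of neutral control wells and 100% = no fluorescence left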
F508del corr = CFTR F508del correction in bronchial cells; 0.36% of 350,000 active; activity (quench increase), % at 7.58 µM; CFBE cells, YFP halide quenching; stimulated with forskolin plus potentiator P3; % fluorescence drop versus neutral controls;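 active means mean added fluorescence quench of at least 8% versus neutral control, with both replicates also reaching 8%; inconclusive means only one of the mean or replicate conditions met; inactive means mean below 8% and not both replicates reaching 8%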;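 further: cells transiently co-express mutant CFTR-F508del with the halide-sensitive YFP; corrector assay measuring rescue of mutant channel to the surface after 24 h compound exposure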
DENV2 CPE = inhibitors of DENV2 cytopathic effect | CPE inhibition, % at 9.99 µM | DENV2-infected cells, cytopathic effect rescue, plate reader | AID 651640 | 1.7% of 350,000 active; in the data active means CPE inhibition above about 20%, passing the limit was not always enough; inconclusive means no clear call, values can overlap the other calls; tested in BHK-21 cells;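 further: 0% = median of neutral control wells and 100% = median of positive control wells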
GSIS activator = primary screen for activators of insulin secretion dependent on glucose, INS-1E cells, GLuc reporter luminescence | INS-1E GLuc reporter insulin secretion, 2-3 h | 0.61% of 370,000 active | AID 743287 | activation, % at 16.6 µM;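 active means lowest replicate activation of at least 40%, so every replicate reaches that level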;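 further: 0% = median of neutral control wells and 100% = median of IBMX positive control wells; some compounds called inactive have numbers as strong as hits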
Numbers without * were called inactive; ? = inconclusive; · = no result given; & = joins results of further samples.

Fields – RAD54 inh	E-selectin induc	RAD52 anneal inh	Xi reactivation	CASP6 VEID inh	F508del corr	DENV2 CPE	GSIS activator
COCC(=O)N1CC(=O)N2[C@H](C1)[C@@H](c1ccc(C#CC3CCCCC3)cc1)[C@@H]2CO
    ·	-0.7	-6	0.0	3	2.3	11	29
O=C(NC(=S)Nc1ccccc1Br)c1ccc2c(c1)OCO2
    8	-0.3	-6	0.1	-2	1.0	-2	38
COc1ccc(N2CCN(C(=O)c3cc(-c4ccc(F)cc4)[nH]c3C)CC2)cc1
    2	0.8	-43	0.1	-2	0.5	-8	-1
CCCC(=O)Nc1ccc2c(c1)OC[C@@H](C)N(C(=O)CC1CC1)C[C@@H](C)[C@H](OC)CN(C)C2=O
    1	-0.1	-15	0.0	0	-4.3	-5	-7
COc1cccc(CN2C(=O)[C@H]3Cc4c([nH]c5ccccc45)C(C)(C)N3C2=O)c1
    9	-0.1	-18	0.6	0	-2.2	-8	-40
Cc1cc2nccc(-c3ccc(Cl)c([N+](=O)[O-])c3)n2n1
    2	1.5	-5	0.0	2	2.9	-4	7
O=C(NCCCNC(=O)c1cc(Cl)ccc1Cl)c1cnccn1
    -3	-0.1	-10	0.0	0	-4.4	-1	3
O=c1c(=O)n(CCO)n(CCO)c(=O)n1CCO
    -6	-0.1	0	0.1	-1	1.0	-1	31
O=C(CNC(=O)N1CC(=O)Nc2ccccc21)NCCCc1ccccc1
    -6	0.0	-21	0.0	-5	-0.1	2	-10
O=C(C[C@H]1CC[C@H]2[C@@H](COC[C@H](O)CN2S(=O)(=O)c2ccccc2)O1)NCCN1CCCCC1
    -15	-0.1	-10	0.0	0	-0.1	1	23
Cc1n[nH]c(C)c1CCCCOc1ccccc1[N+](=O)[O-]
    -9	0.1	11	0.3	14	-2.8	-20	-32
O=C(Nc1ccc2c(c1)OCO2)c1cc(C2CCCCN2C(=O)OCCF)on1 (centres undefined)
    4	0.0	-7	0.0	4	2.7	20*	-5
O=C(C[C@H]1C[C@H]2c3cc(NC(=O)Cc4ccncc4)ccc3O[C@H]2[C@@H](CO)O1)NCCN1CCCCC1
    9	1.1	15	0.0	3	1.2	-6	18
CC(C)NC(=O)Nc1ccc2c(c1)C(=O)N([C@@H](C)CO)C[C@H](C)[C@H](CN(C)C(=O)CCCN(C)C)OCCCC[C@H](C)O2
    12	-0.1	-1	0.5	-23	-0.3	-3	22
COc1ccc(CN(C)C[C@@H]2Oc3ccc(NC(=O)Nc4ccc(C(F)(F)F)cc4)cc3CC(=O)N([C@H](C)CO)C[C@@H]2C)cc1
    ·	0.7	·	1.9	·	-0.3	·	-24

A different layout for 2 compounds above:
O=c1c(=O)n(CCO)n(CCO)c(=O)n1CCO
  RAD54 inh: -6
  E-selectin induc: -0.1
  RAD52 anneal inh: 0
  Xi reactivation: 0.1
  CASP6 VEID inh: -1
  F508del corr: 1.0
  DENV2 CPE: -1
  GSIS activator: 31

O=C(C[C@H]1CC[C@H]2[C@@H](COC[C@H](O)CN2S(=O)(=O)c2ccccc2)O1)NCCN1CCCCC1
  RAD54 inh: -15
  E-selectin induc: -0.1
  RAD52 anneal inh: -10
  Xi reactivation: 0.0
  CASP6 VEID inh: 0
  F508del corr: -0.1
  DENV2 CPE: 1
  GSIS activator: 23

(more compounds)
Fields – RAD54 inh	E-selectin induc	RAD52 anneal inh	Xi reactivation	CASP6 VEID inh	F508del corr	DENV2 CPE	GSIS activator
Cc1cccc(-c2ccc(C3[C@@H]4CN(C(=O)Nc5ccc(C(F)(F)F)cc5)C[C@H]3N4)cc2)c1 (some centres undefined)
    ·	-0.1	-56&-9	0.0	-3&17	-12&-5.8	0&-2	763*
CNC(=O)NC(=S)NC(=O)c1cccc(Cl)c1
    ·	·	-4	0.0	2	-0.2	-6	12
Cc1cccc(NC(=O)CCNC(=O)c2ccc(Br)cc2)c1C
    11	-0.1	-11	0.0	-4	0.7	4	-5
O=C(COC(=O)C1CCN(S(=O)(=O)c2ccccc2C(F)(F)F)CC1)NCc1ccc(F)cc1
    -1	·	-24	0.0	3	-2.2	-5	-14
O=C(COc1ccccc1)NCC(c1ccco1)N1CCN(c2ccccc2)CC1 (centres undefined)
    1	·	-18	0.1	-2	-1.3	?	-19
Nc1nsnc1C(=O)NCCO
    2	·	-9	·	0	·	·	16
COc1ccc(/C=C2/SC(=S)N(NS(=O)(=O)c3ccc(C)cc3)C2=O)cc1
    -8	0.1	-23	0.0	18	-2.3	?	-6
CN1c2ccc(-c3cccc(F)c3)cc2[C@@H]2[C@@H](CCN2S(=O)(=O)c2cccc(F)c2)[C@@H]1CO
    3	0.1	15	-0.1	1	-1.2	14	-14
NC(=O)COC(=O)c1ccccc1Oc1ccccc1
    ·	-0.4	-15	0.2	0	1.2	-3	46*
Nc1nonc1-n1nnc(C(=O)N/N=C/c2cccs2)c1-c1ccc2c(c1)OCO2
    -8	·	17	0.2	4	-2.5	-4	-2
COc1ccccc1Oc1ccc(Oc2ccccc2OC)cc1
    -11	0.2	-22	0.0	-4	-1.2	-2	-12
CC(C)NC(=O)N(C)C[C@H]1Oc2ncc(C#Cc3ccncc3)cc2C(=O)N([C@H](C)CO)C[C@@H]1C
    1	-1.1	10	0.9	-1	-1.2	-8	18
Cc1ccc(NC(=O)CCN2C(=O)C3C4CCC(C4)C3C2=O)cc1Cl (centres undefined)
    12	0.1	-5	0.0	1	-1.9	-17	3
Cc1noc(C)c1NC(=O)N(C)C[C@@H]1Oc2c(NS(C)(=O)=O)cccc2C(=O)N([C@H](C)CO)C[C@@H]1C
    -4	1.7	-5	0.0	-1	-1.8	5	6
Cc1ccc(S(=O)(=O)Nc2cccc3c2O[C@@H](CN(C)S(=O)(=O)c2ccc(C)cc2)[C@H](C)CN([C@@H](C)CO)C3=O)cc1
    -3	0.5	-3	0.0	0	-1.8	-4	-2
CC(C)C#Cc1ccc2c(c1)O[C@@H](CN(C)C(=O)NC(C)C)[C@@H](C)CN([C@@H](C)CO)S2(=O)=O
    -12	-4.2	·	-0.4	·	-2.3	3	-4
Cc1cccc(OCCC(=O)OC(C)C(=O)Nc2ccc(Cl)cn2)c1 (centres undefined)
    10	0.2	0	0.0	0	-1.3	2	-12
Cc1noc(C)c1NC(=O)Nc1cccc2c1O[C@H](CN(C)C(=O)NC(C)C)[C@@H](C)CN([C@H](C)CO)C2=O
    15	-0.1&-0.1	10&-17	0.3&0.0	-1&-1	-0.8&-1.3	-6&-7	-2&5
COCC(=O)N[C@H]1CC[C@H](CC(=O)NCc2ccccc2OC)O[C@@H]1CO
    3	0.2	8	0.0	0	3.9	-6	11
CC(C)NC(=O)Nc1ccc2c(c1)CC(=O)N([C@@H](C)CO)C[C@H](C)[C@@H](CN(C)Cc1ccc(Oc3ccccc3)cc1)O2
    -8	?	10	-0.1	-1	2.4	?	-30
COc1ccc(/C=C2\CCCC3C2=NN(C(=O)CSc2ncn[nH]2)C3c2ccc(OC)cc2)cc1 (centres undefined)
    3	-1.8	-15	0.1	0	·	-1	-7
COc1ccc(CNC(=O)COC(=O)CCc2nc3ccccc3c(=O)[nH]2)cc1
    4	1.0	-16	-0.1	1	-2.2	5	-2
Cc1c(NC(=O)c2ccc(-c3ccc([N+](=O)[O-])cc3Cl)o2)c(=O)n(-c2ccccc2)n1C
    ·	·	-7	0.0	3	-2.1	2	-5
O=C(NCc1cccc(F)c1)C1CCC(=O)N(CC2CCCCC2)C1 (centres undefined)
    15	-0.7	-6	0.0	4	-3.5	-5	-11
CC(=O)N1CC2(C1)[C@H](c1ccc(-c3cccc(C#N)c3)cc1)[C@H](CO)N2CCC(F)(F)F
    ·	0.0	-31	0.0	-1	3.3	5	-7
Cc1ccc(-n2cc(CN3CCN(C(=O)c4ncn[nH]4)CC3)c(-c3ccc(F)cc3)n2)cc1
    3	-1.5	-16	2.8	-5	3.2	3	-34
CCOC(=O)C1CCN(C(=O)CCS(=O)(=O)Cc2ccccc2)CC1
    12	-0.2	-9	0.3	5	1.6	1	2
O=C(NNC(=S)NCc1ccco1)C(c1ccccc1)c1ccccc1
    ·	1.2	-13	0.4	-4	-1.0	?	-38
CC1CCc2onc(C(=O)NCc3ccco3)c2C1 (centres undefined)
    0	-0.1	7	0.0	0	2.7	-17	4
COc1ccccc1C#Cc1ccc([C@@H]2[C@H]3CN(CCC(F)(F)F)CCCCN3[C@H]2CO)cc1
    9	-0.4	21	0.0	-3	0.4	-12	-35
Cc1ccc(-n2nc3c(c2NC(=O)c2ccco2)CS(=O)(=O)C3)cc1C
    3	·	-17	0.5	4	0.7	-3	9
CS(=O)(=O)N1CCC(CO)(Cc2ccccc2C(F)(F)F)CC1
    ·	5.7	-8	0.2	-1	0.7	2	15
COc1ccc(C(=O)Nc2ccc3c(c2)OCCO3)cc1Br
    -5	-0.5	-4	0.1	0	-0.8	-1	-9
O=C(C1=C[C@H](c2csc3ccccc23)C[C@H](OCc2ccc(CO)cc2)O1)N1CCCCCCC1
    ·	-0.2	-65	0.1	-4	-1.0	?	-1
Cc1ccc(OCC(O)CN2CCN(c3ccc(C)cc3)CC2)cc1 (centres undefined)
    0	0.0	-16	0.0	-2	-1.6	7	-13
Cc1ccccc1S(=O)(=O)NC(=O)C1(C)CCN1C(=O)CC(c1ccccc1)c1ccccc1 (centres undefined)
    -1	0.0	-11	0.1	-2	3.0	38*	-7
Cc1ccccc1Nc1nn2c(=O)c3ccc(C(=O)N4CCCC(C)C4)cc3nc2s1 (centres undefined)
    14	0.2	-12	0.0	4	3.6	-7	10
COc1ccc(C)cc1Nc1c2c(nc3ccccc13)CCC2
    ·	2.2	-7	1.1	-3	13*	?	20
C[C@@H]1CN([C@H](C)CO)C(=O)c2cc(/C=C/c3ccccc3)cnc2O[C@H]1CN(C)C(=O)Nc1ccccc1F
    -4	0.4	-19	-0.7	0	1.1	3	-28
CCn1c2ccccc2c2nnc(SCCN3CCOCC3)nc21
    -4	·	2	0.2	-1	2.6	0	15
COc1ccc(-c2cc(NC(C)=O)c3ncc(-c4ccc(F)cc4)n3c2)cc1OC
    -8	0.8	-27	0.4	2	-2.1	-2	2
